RSV antiviral HEp-2: RSV antiviral activity via CPE protection, HEp-2 cells, primary 10 µM value included (AID 2391); HEp-2 cells, RSV-induced CPE inhibition; higher % means a stronger effect; one-dose CPE inhibition, % at 10 µM; IC50 in µM for titrated hits; hit rate 0.13% among 310,000; in the data active = a potency from the dose series; inconclusive = CPE inhibition mostly from about 23% at the one dose, without a potency; inactive = the rest, 99 in 100 with CPE inhibition below about 21%; note: strong numbers were not always called active
West Nile virus CPE: West Nile virus antiviral activity, cell-based, CPE readout (AID 1621); one-dose CPE inhibition, % at 10 µM; IC50 in µM for titrated hits; hit rate 0.02% among 290,000; West Nile virus-infected cells, CPE inhibition; higher % means a stronger effect; in the data active = a potency from the dose series; inconclusive = CPE inhibition mostly from about 3.7% at the one dose, without a potency; inactive = the rest, 99 in 100 with CPE inhibition below about 2.2%; note: strong numbers were not always called active
K1F lysis inhibition: inhibition of K1F phage lysis, E. coli UTI89, bacterial capsule biogenesis inhibitors, alamar blue (AID 488966); E. coli UTI89 K1F phage lysis, alamar blue, 2 h; higher % means a stronger effect; one-dose inhibition, % at 100 µM; IC50 in µM for titrated hits; hit rate 0.02% among 340,000;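 active = phage lysis inhibition, versus mean bacterial control, above a set limit; inconclusive = no clear call, values can overlap the other calls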;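 note: capsule biogenesis inhibitors block K1F phage lysis so surviving cells raise fluorescence; higher fluorescence means more inhibition of phage lysis; actives were called in the ten point dose series up to 300 µM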
TNAP activators: human TNAP enzyme activators, primary screen, biochemical, luminescent, no phosphate acceptor, uHTS (AID 1001); activation fold at 20 µM, or EC50 in µM where a hit was titrated; purified TNAP, luminescent activation assay, no phosphate acceptor; higher activation fold means a stronger effect; hit rate 0.03% among 200,000; in the data active = activation fold from about 3, or a potency from the dose series; inactive = the rest, 99 in 100 with activation fold below about 1.6; note: many of its hits are not listed in these tables
P. falciparum M17LAP: P. falciparum M17LAP inhibitors, primary screen, biochemical, fluorogenic H-Leu-NHMec substrate, 1536-well (AID 1619); Leucine aminopeptidase (Plasmodium falciparum (isolate 3D7)); recombinant M17LAP, H-Leu-NHMec fluorogenic kinetic assay; higher % means a stronger effect; inhibition, % at 30 µM; hits with a dose series show IC50 in µM; hit rate 0.38% among 220,000;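 active = compound inhibiting the enzyme by more than half at any dose during confirmatory dose-response retesting; inconclusive = strong single-dose inhibitors picked by rank but not retested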;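 note: plate controls were full reaction with DMSO carrier for no effect and no enzyme background for full effect; strong numbers were not always called active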
P. falciparum M1AAP: P. falciparum M1AAP inhibitors, biochemical, fluorogenic H-Leu-NHMec substrate, 1536-well (AID 1445); Aminopeptidase N (Plasmodium falciparum (isolate 3D7)); recombinant M1AAP, H-Leu-NHMec fluorogenic kinetic assay; higher % means a stronger effect; one-dose inhibition, % at 30 µM; IC50 in µM for titrated hits; hit rate 0.42% among 220,000;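 active = primary inhibition above the hit cutoff, then over 50% inhibition at one or more dose response concentrations, cut at about 23% in these data, passing the limit was not always enough; inconclusive = conflicting primary data, or primary hits not chosen for dose response; inactive = low primary inhibition, or under 50% at every dose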;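 note: plate controls were DMSO full reaction for no effect and no enzyme background for full effect; strong numbers were not always called active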
human PMI inhibition: inhibitors of human PMI, primary screen, biochemical, fluorescence intensity, coupled assay (AID 1209). hit rate 0.42% among 190,000. Mannose-6-phosphate isomerase (Homo sapiens). purified PMI enzyme, coupled fluorescence intensity; higher % means a stronger effect. inhibition, % at 20 µM, or IC50 in µM where a hit was titrated;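 note: plate controls were DMSO vehicle for no effect and wells lacking substrate for full effect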
PMI inhibition: human PMI inhibitors, high substrate, primary screen, biochemical, fluorescence intensity, high mannose 6-phosphate (AID 1220) | Mannose-6-phosphate isomerase (Homo sapiens) | inhibition, % at 20 µM, or IC50 in µM where a hit was titrated | hit rate 0.66% among 190,000 | recombinant PMI enzyme, coupled fluorescence intensity; higher % means a stronger effect
T cell HTS: modulators of CD8 T cell-vesicle binding, primary screen, mouse 2C CD8+ T cells, flow cytometry. 2C CD8+ T cell-vesicle binding; active compounds read low. calls only at 7 µM. hit rate 0.068% among 330,000;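 active = response, share of CD8 T cells binding vesicles, and their 90th percentile fluorescence all below set limits, cut at about 80% in these data, passing the limit was not always enough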
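Incubation: binding step 1.5 h, 37 °C, antibody labelling 20 min, ice; system: murine 2C transgenic CD8+ T lymphocytes; technique: cytometric PE anti-B7-1 and Alexa647 anti-CD8 signals after 1% paraformaldehyde fixation; also added: QL9-charged Drosophila Ld/ICAM-1/B7-1 vesicles; control set: naked versus QL9-loaded vesicles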
T cell HTS vesicle-bound %: second read-out of T cell HTS, no call of its own (marks repeat the call); double positive events, %; measured here: CD8+ vesicle-bound cell fraction;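 binding gate set so that unloaded-vesicle control wells show 10% double positive cells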
* hit, by the source's call; i = inactive; ? = inconclusive; · = not tested or not shown; + = active, no number; [ ] = another dose, or the depositor's remark. Cut-off read from the data, not from the text of the source, unless noted: active = inhibition above about 50%; inactive = the rest. No enrichment for hits; overall some 1.5% were active at least once.

SMILES | RSV antiviral HEp-2 | West Nile virus CPE | K1F lysis inhibition | TNAP activators | P. falciparum M17LAP | P. falciparum M1AAP | human PMI inhibition | PMI inhibition | T cell HTS | T cell HTS vesicle-bound %
CCC(C)(C)C1CCC2(CC1)NC(=O)N(CC(=O)N1CCN(S(=O)(=O)c3cc(C)ccc3C)CC1)C2=O (stereo not drawn) | 1.7% | -0.3% | 0.0% | · | · | · | · | · | i | 46
Cc1ccc(-c2ccc(/C=N/N=C3/NC(=O)C(CC(=O)O)S3)o2)c([N+](=O)[O-])c1 (stereo not drawn) | 0.8% | -0.5% | 0.0% | 1 | 101µM* | 14% | 30% | 30% | i | 49
Cc1nc2cc(Cl)c(Cl)cc2n1CCCO | · | -0.6% | · | · | 14% | 5% | · | · | i | 50
CCc1ccc(-c2ccc(C(=O)O)cc2)nc1 | 0.0% | 0.2% | 0.6% | 1.1 | 8% | -4% | -4% | -11% | + | 5.3*
COc1cc(/C=N/Nc2nn3cnnc3c3ccccc23)cc(OC)c1OC | 1.9% | 0.3% | i | 1.3 | 3% | 9% | -2% | -1% | i | 53
O=[N+]([O-])c1ccc(Cl)c(/C=N/N2CCN(c3ccccc3)CC2)c1 | ? | -0.3% | 4.9% | 1.1 | -6% | 0% | 15% | 12% | i | 21
CCCc1ccccc1OCCNS(=O)(=O)c1cc2c(cc1C)OCC(=O)N2 | 3.6% | -1.2% | -2.3% | · | · | · | · | · | i | 27
Cc1ccc(/C=N/NC(=O)c2nnn(-c3nonc3N)c2CN(C)c2ccccc2)s1 | 4.7% | 0.6% | 0.1% | · | · | · | · | · | i | 8
CCC(C)(C)NC(=O)CN(C(=O)CCC(=O)Nc1cc(C)ccn1)c1ccc2c(c1)OCO2 | 1.5% | 0.1% | 0.2% | 1.1 | 4% | 10% | 9% | 2% | i | 53
COCCNC(=O)C(c1ccc(O)cc1)N(C(=O)CCC(=O)Nc1nccs1)c1cccc(C)c1 (stereo not drawn) | -0.4% | 1.1% | -2.9% | 1.1 | -2% | 1% | 6% | 0% | i | 64
Cc1ccccc1CSc1nn2c(=O)c(C)nnc2s1 | 1.4% | -0.1% | 0.1% | 0.9 | 5% | 2% | -7% | -13% | i | 6
Cc1cccc(CCNC(=O)C2CCN(S(=O)(=O)c3c(C)noc3C)CC2)c1 | 3.4% | -1.0% | 0.1% | 1.2 | -4% | 5% | -4% | -7% | i | 40
Cc1cc(NS(=O)(=O)c2ccc(NC(=O)CN3C(=O)c4ccccc4C3=O)cc2)nc(C)n1 | -0.5% | 0.2% | 0.6% | 1.1 | 64µM* | 10% | 8% | 6% | i | 51
Cc1cccc(/C(N)=N/OC(=O)N2c3ccccc3Sc3ccccc32)c1 | 6.7% | -0.4% | 5.2% | 1.2 | -3% | 9% | 22% | 26% | i | 33
COC(=O)C1=CN(Cc2ccc(OC)cc2)C=C(C(=O)OC)C1c1cccs1 | 4.7% | -1.4% | -1.2% | 1.2 | -8% | -5% | 4% | -2% | i | 65
Cc1ccc(C(=O)CSc2nc3cc(S(=O)(=O)N4CCOCC4)ccc3o2)cc1 | 3.9% | 1.6% | 2.2% | 1.4 | -1% | 0% | 25% | 13% | i | 37
COc1ccc(C(=O)O/N=C(\N)c2ccccn2)cc1 | 2.5% | -0.1% | 0.0% | · | · | · | · | · | i | 55
CC(=O)N1CCN(c2ccc(NC(=S)NC(=O)/C=C/c3ccccc3)cc2)CC1 | 1.7% | -0.6% | · | 0.9 | -7% | 5% | 22% | 17% | i | 38
O=C(CN1CCN(c2ccc(O)cc2)CC1)NC(=O)NCc1ccco1 | -0.5% | 0.5% | 0.2% | 1.1 | 0% | 9% | 14% | 9% | i | 47
O=C1c2c(Br)c(Br)c(Br)c(Br)c2C(=O)N1c1ccccn1 | 0.7% | -0.6% | 0.3% | · | · | · | · | · | i | 64
CCCn1c(=O)c(C(=O)NCc2ccccn2)c(O)c2ccccc21 | 13% | -0.3% | 0.2% | 1 | 0% | 6% | 4% | 1% | i | 55
Cc1ccccc1Cn1cc(C)c(=O)[nH]c1=O | 0.7% | 1.0% | 1.1%[50 µM] | 1 | -3% | 1% | 9% | 8% | i | 41
Cc1cccc(N2CCN(C(=O)Cn3cnc4c3c(=O)n(C)c(=O)n4C)CC2)c1C | -1.0% | -0.2% | 1.4% | 1.1 | 10% | -3% | -3% | -8% | i | 25
O=C1[C@@H]2C(Cc3ccc(O)cc3)NC3(C(=O)Nc4ccc(F)cc43)[C@@H]2C(=O)N1c1ccc(F)cc1 (stereo partly drawn) | 1.0% | -0.8% | 7.0% | 1 | 5% | 7% | 12% | 2% | i | 21
O=C(Cc1ccccc1)c1nnc(-c2ccccc2)o1 | 1.4% | 0.6% | -0.1% | 1 | 30% | -2% | -8% | 20% | i | 27
O=c1nc2ccccc2c(NS(=O)(=O)c2ccccc2)n1-c1ccccc1 | 2.0% | 0.1% | 4.8% | 1.1 | -12% | -9% | -26% | -36% | i | 36
O=C(c1cccc(F)c1)N1CCN(c2cccc(C(F)(F)F)c2)CC1 | 1.9% | 0.5% | -0.1% | 1.1 | 2% | 2% | 18% | 15% | i | 14
COC(=O)[C@H](CCSC)NC(=O)Nc1cc(C)ccc1C | 2.1% | 0.3% | -0.4% | 1.1 | -12% | 3% | 11% | 7% | i | 39
CCN(C(=O)CSc1nncn1-c1ccccc1)c1c(N)n(Cc2ccccc2)c(=O)[nH]c1=O | 1.1% | 1.2% | 0.1% | 1.1 | 3% | 7% | 1% | 2% | i | 21
Nc1cc(Cl)ccc1C(=O)OCC(=O)N1CCCC1 | 1.7% | -0.1% | -1.1% | · | · | · | · | · | i | 34
COc1ccc(Cn2nnnc2C(c2ccncc2)N2CCOCC2)cc1 (stereo not drawn) | 0.8% | -0.2% | 1.9%[50 µM] | 1.1 | -2% | 10% | -8% | -29% | i | 19
Cc1ccccc1Nc1nc(N)nc(CN2C(=O)NC3(CCCCC3C)C2=O)n1 (stereo not drawn) | 1.5% | -0.8% | 1.3% | 1.1 | 6% | 18% | -4% | 2% | i | 36
COc1ccc(C2CC(=O)C(C=NCCN3CCN(C(C)=O)CC3)=C(O)C2)cc1 (stereo not drawn) | -1.3% | 0.0% | 0.1% | 1.1 | 4% | 1% | -3% | -7% | i | 27
CCOc1ccccc1N(CC(=O)NCC1CCCO1)C(=O)CCC(=O)Nc1ccccn1 (stereo not drawn) | · | 0.3% | 0.8% | 1.1 | 11% | 5% | 4% | 5% | · | ·
Cc1cccc(C)c1NC(=O)COC(=O)C1C2CC3OC(=O)C1C3C2 (stereo not drawn) | 2.3% | 0.3% | 0.4% | · | · | · | · | · | i | 27
Cc1ccc(F)c(NC(=S)Nc2cccc3ccccc23)c1 | 5.2% | -0.1% | 0.2% | · | · | · | · | · | i | 46
CN(CC(=O)Nc1ccc(N2CCOCC2)cc1)C(=O)CC(c1ccccc1)c1ccccc1 | 2.8% | -0.6% | -0.4% | 1.1 | -10% | 5% | 0% | 0% | i | 25
CC(=O)/C(=N\Nc1cccc(Cl)c1)Sc1nnc(-c2ccccc2)n1-c1ccccc1 | 2.7% | -0.4% | 0.9%[50 µM] | 1 | -10% | -3% | 4% | -10% | i | 7
O=C(C(Cc1ccccc1)N1C(=O)c2ccccc2C1=O)N1c2ccccc2CCc2ccccc21 (stereo not drawn) | 7.3% | -0.1% | 0.4% | 1 | 8% | 10% | 12% | 5% | i | 30
CS(=O)(=O)N1CCC(C(=O)Nc2ccccc2Br)CC1 | 1.3% | -0.5% | 0.1% | · | · | · | · | · | i | 48
Cn1c(=O)cc(Nc2ccccc2)c2c(=O)n(-c3ccccc3)c(=O)n(-c3ccccc3)c21 | 1.0% | -0.4% | 1.6% | · | -9% | -2% | · | · | i | 21
Cc1nn(C)c(Oc2cccc(C(F)(F)F)c2)c1C=O | 1.8% | 0.5% | 0.2% | 1 | 3% | -4% | -9% | -6% | i | 57
O=C(O)CN1C(=O)c2ccc(Oc3cccc4c3C(=O)N(CC(=O)O)C4=O)cc2C1=O | 0.8% | -0.4% | 4.9% | 1.1 | 6% | -6% | 5% | -1% | i | 43
CN1C(=O)c2ccc(C(=O)Nc3ccc(Br)cn3)cc2C1=O | 2.4% | -0.9% | 1.6%[50 µM] | · | · | · | · | · | i | 18
COCCN(CC1CCCN(C2Cc3ccccc3C2)C1)C(=O)c1ccc(C(C)=O)cc1 (stereo not drawn) | -1.1% | -0.6% | 1.6% | · | · | · | · | · | i | 25
COc1cc2c(cc1OC)CN(C(=O)CSc1nc3[nH]ncc3c(=O)n1-c1ccccc1)CC2 | 1.3% | 0.4% | · | 1.6 | -4% | 7% | 17% | 14% | i | 34
COc1ccc(NC(=O)c2cc3ccccc3cc2OC)cc1OC | 18% | -0.8% | -0.3% | · | · | · | · | · | i | 64
CCCNC(=O)c1ccc(C2SCC(=O)N2Cc2ccccc2)cc1 (stereo not drawn) | 0.3% | -0.3% | 0.0% | 1 | -7% | 3% | 12% | 15% | i | 45
COc1cccc(CN2CCN(c3ncccn3)CC2)c1 | -0.4% | -0.6% | 1.5% | 1.2 | 7% | -2% | 9% | 4% | i | 11
COc1ccccc1-c1coc2c(CN3CCCCC3C)c(O)ccc2c1=O (stereo not drawn) | -0.4% | -0.4% | 0.4% | · | · | · | · | · | i | 35
CCCC(=O)Nc1ccc(Cl)c(NC(=O)c2ccco2)c1 | 1.1% | 0.6% | 0.1% | 1 | -11% | 18% | 12% | 12% | i | 30

Rewritten as labelled records: part of the list above
> COc1cccc(CN2CCN(c3ncccn3)CC2)c1
  RSV antiviral HEp-2 = -0.4%
  West Nile virus CPE = -0.6%
  K1F lysis inhibition = 1.5%
  TNAP activators = 1.2
  P. falciparum M17LAP = 7%
  P. falciparum M1AAP = -2%
  human PMI inhibition = 9%
  PMI inhibition = 4%
  T cell HTS = i
  T cell HTS vesicle-bound % = 11

> COc1ccccc1-c1coc2c(CN3CCCCC3C)c(O)ccc2c1=O (stereo not drawn)
  RSV antiviral HEp-2 = -0.4%
  West Nile virus CPE = -0.4%
  K1F lysis inhibition = 0.4%
  TNAP activators = ·
  P. falciparum M17LAP = ·
  P. falciparum M1AAP = ·
  human PMI inhibition = ·
  PMI inhibition = ·
  T cell HTS = i
  T cell HTS vesicle-bound % = 35

Screening results: PubChem, several laboratories
